Screens from PubChem BioAssay.
MT stabilize HCS: microtubule stabilization, imaging screen. % tubulin-high responders, % at 10 µM. 0.83% of 200,000 active. HeLa tubulin immunostaining HCS, 24 h; share of cells brighter than vehicle mean+2SD. AID 2205;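 active = plate Z-score above 3 for both tubulin-high and condensed-nucleus cell shares, with cell loss under 80%, at 10 µM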;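 note: anti alpha tubulin signal scored within the nucleus-defined area of each cell; some results filed as inactive read as strong as hits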
Yfh1-off respiration: enhancers of respiration in Yfh1-depleted yeast, dose response, Friedreich's ataxia, plus single-dose screen (AID 1465) | fold induction at 50 µM, or EC50 in µM where a hit was titrated | 0.074% of 220,000 active | S. cerevisiae Yfh1-off respiration, WST-1 reduction, 72 h; higher fold induction means a stronger effect;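 active = fold induction of absorbance versus untreated yeast above a set limit, then at least 30% activation at any dose in follow-up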;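 note: activators that raise dye reduction in frataxin-depleted yeast; strong numbers were not always called active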
bCat nuc transl: beta-catenin nuclear translocation modulation; HeLa beta-catenin nuclear translocation, immunofluorescence imaging; nuclear translocation activity, % at 5 µM; 0.3% of 190,000 active; AID 1665;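 active = nuclear translocation activity above 50% at 5 µM, with a well cell count of 50 or more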;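 note: per-cell ratio of nuclear to cytoplasmic median beta-catenin stain intensity; plate controls were DMSO negative control for no effect and GSK-3 inhibitor IX positive control for full effect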
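Test system: human HeLa cells, endogenous beta-catenin. Times: 24 h compound exposure, 37°C. Measured by: beta-catenin immunofluorescence imaging with DAPI.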
Insulin prom up: MIN6 insulin promoter up-regulation; AID 1625; z-score at 5 µM; MIN6 insulin promoter-GFP reporter, high-content imaging; hits give high values; 0.3% of 190,000 active;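 active = z-score above 3 at 5 µM with at least 500 cells counted in the well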
PMI inhibitors: inhibitors of human PMI, primary screen, biochemical, fluorescence intensity, coupled assay (AID 1209); purified PMI enzyme, coupled fluorescence intensity; higher % means a stronger effect; 0.42% of 190,000 active; inhibition, % at 20 µM; hits with a dose series show IC50 in µM;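 note: plate controls were DMSO vehicle for no effect and wells lacking substrate for full effect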
WT yeast gro inh: growth inhibition of WT yeast, mitochondrial fusion screen | mitochondrial fusion phenotypic screen, WT strain | inhibition, % at 10 µM | 2.1% of 190,000 active | AID 1362; in the data active = inhibition above about 58%; tested in S. cerevisiae
human PMI inhibitors: MPI inhibition at elevated mannose 6-phosphate – biochemical, fluorescence intensity, high mannose 6-phosphate, primary screen (AID 1220). inhibition, % at 20 µM, or IC50 in µM where a hit was titrated. 0.66% of 190,000 active. recombinant PMI enzyme, coupled fluorescence intensity; higher % means a stronger effect
Dynein cargo inh: blocks dynein driven cargo transport along microtubules | 3617.4 mouse cells, GR-EGFP nuclear translocation imaging; test concentration mostly 20 µM; stimulated with dexamethasone, 1 µM; hits give low values | AID 1381 | z-score, hits read low | 0.47% of 220,000 active;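 active = plate z-score of nuclear minus cytoplasmic receptor signal below a set negative limit, without overly bright fluorescence or cell loss, cut at about -3.5 in these data, passing the limit was not always enough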;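 note: z-score of nuclear minus cytoplasmic ring GR-EGFP intensity difference per well; some compounds called inactive have numbers as strong as hits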
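Medium: Induction medium lacking tetracycline, stripped serum | Probe or stimulus: 1.0 µM final dexamethasone stimulus | Schedule: 48 h induction, then 1 h compound, then 30 min agonist, 37 °C | Signal: Automated 10x imaging of fixed Hoechst-stained cells | Evaluation: Per-cell GR-EGFP intensity, nucleus versus surrounding cytoplasmic ring, well-averaged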
Autophagy HCS: alters autophagy in cells; MEF GFP-LC3 puncta imaging; test concentration mostly 10 µM; 0.98% of 190,000 active; calls only at 10 µM (by protocol);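 active = percentage of spot-positive cells more than 3 SD above its plate mean, without a fluorescence outlier flag or 80% toxicity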;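 note: spot-positive cell cutoff set from DMSO-treated cells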
WT yeast gro inh mutant strain: further read-out of WT yeast gro inh, marked with its call; inhibition, %; mitochondrial fusion phenotypic screen, mutant strain inhibition
Dynein cargo inh cytoplasmic EGFP: second read-out of Dynein cargo inh, no call of its own (marks repeat the call); z-score; measured here: cytoplasmic GR-EGFP intensity; hits give high values
Dynein cargo inh nuclear GR-EGFP: recorded beside Dynein cargo inh, whose call it bears; z-score; measured here: nuclear GR-EGFP intensity;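 lower value marks the stronger effect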
Dynein cargo inh cell count: recorded beside Dynein cargo inh, whose call it bears; z-score; measured here: cell count per field
Insulin prom up cell count: also measured in Insulin prom up; calls as there; cell count; measured here: cytotoxicity, nuclei count;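 total cells summed across four imaged fields per well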
bCat nuc transl cell count 5 µM: recorded beside bCat nuc transl, whose call it bears; cell count; measured here: cell count, cytotoxicity flag
MT stabilize HCS Hoechst-high %: second read-out of MT stabilize HCS, no call of its own (marks repeat the call); % Hoechst-high responders; measured here: nuclear condensation Hoechst responders;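 share of cells brighter than vehicle mean plus two SD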
MT stabilize HCS cytotoxicity %: further read-out of MT stabilize HCS, marked with its call; toxicity, %; measured here: cytotoxicity by cell density;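 0% = mean cell density of plate MIN control wells and 100% = no cells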
Autophagy HCS cell loss 18 h: recorded beside Autophagy HCS, whose call it bears; toxicity, %; measured here: cell loss, nuclei count;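 cell loss after 18 h compound exposure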
Numbers without * were called inactive; i = inactive; / = no result given. Cut-off read from the data, not from the text of the source, unless noted: active = inhibition above about 50%; inactive = the rest.

no.	compound	MT stabilize HCS	MT stabilize HCS Hoechst-high %	MT stabilize HCS cytotoxicity %	Yfh1-off respiration	bCat nuc transl	bCat nuc transl cell count 5 µM	Insulin prom up	Insulin prom up cell count	PMI inhibitors
1	O=C(NCCN1CCOCC1)C1CCC(CNS(=O)(=O)c2ccc(Cl)cc2)CC1 (stereo unspecified)	11	2.3	16	i	-2.5	1180	-0.53	912	7%
2	CSc1ccc(CNCC(O)c2ccccc2)cc1 (stereo unspecified)	3.9	2.9	9.3	i	-4.1	1061	0.12	1775	-14%
3	Cc1ccc(CN2C(=O)CCC2C(=O)NCCN2CCOCC2)cc1 (stereo unspecified)	3.3	2.5	4.3	i	-1.8	1341	-0.5	1230	-5%
4	O=C(CSc1ccc(Cl)cc1)Nc1cccc(-c2nnc(-c3ccco3)o2)c1	3.1	1.8	8.2	i	-2.7	1115	0.29	1496	8%
5	CCC/C(O)=C1\C(=O)CCCC1=NCCc1c(C)[nH]c2ccc(C)cc12	/	/	/	i	-0.1	1295	0.35	1118	/
6	CCCc1nc(SCC(=O)N2CCc3ccccc32)c2c(=O)n(C)c(=O)n(C)c2n1	/	/	/	/	0.2	989	-0.27	1588	13%
7	CCC(C)N1C(=O)N(C)C2NC(=O)NC21 (stereo unspecified)	3.3	1.4	7.0	i	0.4	1471	0.09	1562	-8%
8	O=[N+]([O-])c1cnn(-c2nc(-c3ccco3)cc(C(F)(F)F)n2)c1	2.5	1.8	3.4	i	-2.4	1155	-0.52	1329	-10%

no.	WT yeast gro inh	WT yeast gro inh mutant strain	human PMI inhibitors	Dynein cargo inh	Dynein cargo inh cytoplasmic EGFP	Dynein cargo inh nuclear GR-EGFP	Dynein cargo inh cell count	Autophagy HCS	Autophagy HCS cell loss 18 h
1	-6	-3	2%	2.7	0.57	1.3	-0.82	i	-6
2	7	20	-8%	0.24	-0.35	0.61	0.09	i	16
3	5	44	-3%	-0.15	-0.29	0.043	-0.37	i	-50
4	2	1	1%	-0.081	-0.089	0.3	-0.57	i	-15
5	/	/	/	-0.086	-0.19	0.34	0.084	/	/
6	/	/	11%	/	/	/	/	/	/
7	-7	-7	-21%	-0.63	-0.33	-0.78	0.82	i	-10
8	18	14	-11%	0.21	-0.22	0.97	-0.74	i	26

Compound profiles, as listed above. Order of screens: MT stabilize HCS | MT stabilize HCS Hoechst-high % | MT stabilize HCS cytotoxicity % | Yfh1-off respiration | bCat nuc transl | bCat nuc transl cell count 5 µM | Insulin prom up | Insulin prom up cell count | PMI inhibitors | WT yeast gro inh | WT yeast gro inh mutant strain | human PMI inhibitors | Dynein cargo inh | Dynein cargo inh cytoplasmic EGFP | Dynein cargo inh nuclear GR-EGFP | Dynein cargo inh cell count | Autophagy HCS | Autophagy HCS cell loss 18 h
`Cc1ccc(CN2C(=O)CCC2C(=O)NCCN2CCOCC2)cc1` (stereo unspecified) in the list: 3.3 | 2.5 | 4.3 | i | -1.8 | 1341 | -0.5 | 1230 | -5% | 5 | 44 | -3% | -0.15 | -0.29 | 0.043 | -0.37 | i | -50
`CSc1ccc(CNCC(O)c2ccccc2)cc1` (stereo unspecified) in the list: 3.9 | 2.9 | 9.3 | i | -4.1 | 1061 | 0.12 | 1775 | -14% | 7 | 20 | -8% | 0.24 | -0.35 | 0.61 | 0.09 | i | 16
`O=C(NCCN1CCOCC1)C1CCC(CNS(=O)(=O)c2ccc(Cl)cc2)CC1` (stereo unspecified) in the list: 11 | 2.3 | 16 | i | -2.5 | 1180 | -0.53 | 912 | 7% | -6 | -3 | 2% | 2.7 | 0.57 | 1.3 | -0.82 | i | -6

(listing goes on)
no.	compound	MT stabilize HCS	MT stabilize HCS Hoechst-high %	MT stabilize HCS cytotoxicity %	Yfh1-off respiration	bCat nuc transl	bCat nuc transl cell count 5 µM	Insulin prom up	Insulin prom up cell count	PMI inhibitors
9	Cc1cccc(C(CC(=O)NCc2ccco2)c2ccccc2)c1O (stereo unspecified)	1.4	1.4	7.5	i	0.4	1525	0.3	1498	9%
10	CCOC(=O)/C(C#N)=C/c1cn(CCC(=O)O)nc1-c1ccc(Br)cc1	2.5	2.5	4.0	i	-2.1	1072	0.46	1408	-3%
11	C/C=C(\C)C(=O)N1CC2(CC(c3cccc(NC(=O)CCCCC)c3)=NO2)C[C@@H]1C(N)=O (stereo partly specified)	/	/	/	i	0.6	1339	-0.32	954	/
12	CC1CCN(Cc2nc3c(c(=O)n(C)c(=O)n3C)n2CCCc2ccccc2)CC1	3.9	1.8	6.6	i	-0.4	1094	-0.66	1855	3%
13	CN(C)/C=C1\N=C(c2ccc(Cl)cc2Cl)OC1=O	1.2	0.9	0.5	i	0.4	1227	0.13	986	0%
14	CO/N=C/c1cn(-c2ccc(Cl)cc2)nn1	1.8	1.8	3.7	i	1.4	935	-0.29	1180	-6%
15	O=C(CCn1c(=O)oc2ccccc21)N1CCN(c2ccccc2F)CC1	5.4	2.6	10	i	-1.7	1351	-0.25	1532	-6%
16	Cc1cc(C)n(CCO)c(=O)n1	4.8	5.1	8.9	i	0.4	1148	-0.53	898	-6%

no.	WT yeast gro inh	WT yeast gro inh mutant strain	human PMI inhibitors	Dynein cargo inh	Dynein cargo inh cytoplasmic EGFP	Dynein cargo inh nuclear GR-EGFP	Dynein cargo inh cell count	Autophagy HCS	Autophagy HCS cell loss 18 h
9	8	5	9%	0.002	-0.29	0.14	0.34	i	24
10	-9	-21	-7%	0.59	-0.071	0.69	-1.6	i	-6
11	/	/	/	-0.5	-0.73	-0.073	-0.29	/	/
12	3	12	6%	-0.011	-0.25	-0.19	-0.2	i	0
13	-6	-3	0%	-0.32	-0.26	0.13	-0.033	i	-1
14	-6	-3	1%	0.34	-0.37	-0.42	-0.38	i	6
15	-7	-13	-4%	0.12	-0.3	0.11	-0.91	i	-32
16	-52	-14	-16%	-1	-0.34	-0.17	0.38	i	1

(next part)
no.	compound	MT stabilize HCS	MT stabilize HCS Hoechst-high %	MT stabilize HCS cytotoxicity %	Yfh1-off respiration	bCat nuc transl	bCat nuc transl cell count 5 µM	Insulin prom up	Insulin prom up cell count	PMI inhibitors
17	CCc1ccc(N(C(=O)c2ccoc2C)C(C(=O)NC2CCCC2)c2ccc(OC)cc2)cc1 (stereo unspecified)	2.0	2.1	7.4	i	-2.4	1377	-0.56	1584	21%
18	COc1ccc(/C=N/Nc2cc(OC)ncn2)cc1	4.6	1.9	5.2	i	-1.5	1177	0.24	1519	14%
19	CCOCCc1nnc(NC(=O)c2cccc(F)c2)s1	3.5	3.3	18	i	-2.0	1130	0.85	1044	-3%
20	COCc1cc(=O)n2[nH]c(-c3cccc(Br)c3)cc2n1	2.1	2.0	8.7	i	-8.0	1139	0.62	1127	23%
21	Cc1onc(-c2ccccc2)c1C(=O)N/N=C/c1ccco1	/	/	/	i	6.0	946	0.11	1419	/
22	Cc1ccc(NC(=O)CS(=O)CC(=O)NC2CCN(Cc3ccccc3)CC2)c(C)c1 (stereo unspecified)	1.1	1.3	11	i	-4.0	957	-1.1	1084	-3%
23	NC(=O)N/N=C/c1coc2ccc3ccccc3c2c1=O	/	/	/	i	-2.1	975	0.13	1175	/
24	CCCCCCNS(=O)(=O)c1ccccc1Br	/	/	/	i	-0.7	1202	0.02	912	/

no.	WT yeast gro inh	WT yeast gro inh mutant strain	human PMI inhibitors	Dynein cargo inh	Dynein cargo inh cytoplasmic EGFP	Dynein cargo inh nuclear GR-EGFP	Dynein cargo inh cell count	Autophagy HCS	Autophagy HCS cell loss 18 h
17	17	7	16%	0.33	-0.23	-0.031	0.55	i	8
18	4	-10	5%	0.46	-0.25	0.41	-0.27	i	-2
19	19	22	-2%	0.41	-0.3	0.44	-0.57	i	20
20	24	11	16%	1.9	-0.098	0.95	-1.4	i	7
21	/	/	/	0.36	-0.22	-0.041	-0.033	/	/
22	10	18	-1%	0.21	0.14	-0.09	0.11	i	-7
23	/	/	/	1.8	-0.2	0.9	-1.6	/	/
24	/	/	/	-0.33	-0.8	-0.075	0.35	/	/

The list continues.
no.	compound	MT stabilize HCS	MT stabilize HCS Hoechst-high %	MT stabilize HCS cytotoxicity %	Yfh1-off respiration	bCat nuc transl	bCat nuc transl cell count 5 µM	Insulin prom up	Insulin prom up cell count	PMI inhibitors
25	COc1ccc(C2CC(C(F)(F)F)n3ncc(C(=O)O)c3N2)cc1OC (stereo unspecified)	1.5	1.7	4.4	i	-5.7	800	1.7	1170	-1%
26	COc1ccc(NC(=O)c2ccco2)cc1N	1.7	2.2	6.6	i	-3.3	813	2.9	1149	-3%
27	NS(=O)(=O)c1cccc(NC(=O)COC(=O)Cn2cnc3ccccc32)c1	/	/	/	i	-0.8	1368	-0.45	1066	/
28	CC(=O)c1sc2nc(SCC(=O)N3CCCCC3)[nH]c(=O)c2c1C	3.8	1.9	1.6	i	/	/	/	/	6%

no.	WT yeast gro inh	WT yeast gro inh mutant strain	human PMI inhibitors	Dynein cargo inh	Dynein cargo inh cytoplasmic EGFP	Dynein cargo inh nuclear GR-EGFP	Dynein cargo inh cell count	Autophagy HCS	Autophagy HCS cell loss 18 h
25	6	-4	3%	-0.54	-0.2	-0.41	0.4	i	-1
26	-12	-22	58%*	-1.2	-0.19	-0.4	1.1	i	-30
27	/	/	/	-0.4	-0.77	-0.39	-0.058	/	/
28	0	-20	-8%	1.1	-0.14	0.44	-0.56	i	-8

Ordered by value in human PMI inhibitors (lowest first): some entries from above
No.	Structure	human PMI inhibitors
7	CCC(C)N1C(=O)N(C)C2NC(=O)NC21 (stereo unspecified)	-21%
4	O=C(CSc1ccc(Cl)cc1)Nc1cccc(-c2nnc(-c3ccco3)o2)c1	1%
25	COc1ccc(C2CC(C(F)(F)F)n3ncc(C(=O)O)c3N2)cc1OC (stereo unspecified)	3%
18	COc1ccc(/C=N/Nc2cc(OC)ncn2)cc1	5%
